RSV antiviral HEp-2: RSV antiviral activity via CPE protection, HEp-2 cells, primary 10 µM value included (AID 2391); CPE inhibition, % at 10 µM, or IC50 in µM where a hit was titrated; HEp-2 cells, RSV-induced CPE inhibition; higher % means a stronger effect; actives 0.13% (n = 310,000); in the data active = a potency from the dose series; inconclusive = CPE inhibition mostly from about 23% at the one dose, without a potency; inactive = the rest, 99 in 100 with CPE inhibition below about 21%; also: strong numbers were not always called active
ER stress rescue: rescue of cells from ER stress-induced death, primary screen, 384-well, CSM14.1, thapsigargin, ATP luminescence (AID 1222). CSM14.1 thapsigargin-induced death rescue, ATP luminescence; higher % means a stronger effect. cellular ATP content (survival), % at 20 µM; hits with a dose series show EC50 in µM. 190,000 tested, under 10 active;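 active = EC50 below 50 µM in the dose-response confirmation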;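 also: death triggered by thapsigargin at about 15 µM added after 2 h compound pretreatment; cell ATP read after overnight thapsigargin exposure of roughly 18 to 22 hours; normalized against plate controls of thapsigargin alone and 5% DMSO vehicle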
Salmonella PhoP GFP: inhibitors of PhoP regulon expression, primary screen, Salmonella Typhimurium, GFP reporter (AID 1863); S. Typhimurium PhoP-regulated promoter GFP reporter, 4 h; higher % means a stronger effect; inhibition, % at 50 µM, or IC50 in µM where a hit was titrated; actives 0.16% (n = 300,000);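 active = inhibition over 29.93%, a cutoff 3 SD above the screen mean, later confirmed by dose response; inconclusive = inhibition over 29.93% but no dose response follow-up; inactive = inhibition at most 29.93% or unconfirmed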;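 also: 0% = low Mg2+ inducing control and 100% = high Mg2+ repressing control; strong numbers were not always called active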
NS5 inhibitors: flavivirus cap methylation enzyme inhibition – biochemical, confirmation dose response, primary screen (AID 588689). one-dose inhibition, % at 25 µM; IC50 in µM for titrated hits. Dengue-2 NS5 methyltransferase capping enzyme assay, biochemical; higher % means a stronger effect. actives 0.3% (n = 340,000); in the data active = a potency from the dose series; inconclusive = inhibition above about 29% without an active follow-up result
Rac1 GTP hydrolysis: MgcRacGAP GTPase-activating activity inhibitors, confirmation, biochemical, ADP Hunter fluorescence; AID 624330; one-dose inhibition, % at 30 µM; IC50 in µM for titrated hits; actives 0.6% (n = 340,000); MgcRacGAP-stimulated Rac1 GTP hydrolysis, ADP Hunter fluorescence; higher % means a stronger effect; GST-tagged Rac1 F28L mutant substrate;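 active = first-screen hits whose inhibition reached a set limit at any dose in the follow-up dose series; inconclusive = inhibition above the set first-screen limit but never retested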;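 also: fluorescence reports GDP produced by GAP-driven GTP hydrolysis; strong numbers were not always called active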
SV40 large T antigen: TAg ATPase/helicase activity blockers – biochemical (AID 1903). inhibition, % at 20 µM, or IC50 in µM where a hit was titrated. actives 0.39% (n = 310,000). SV40 large T antigen ATPase/helicase inhibition assay; higher % means a stronger effect; in the data active = a potency from the dose series; inconclusive = inhibition mostly from about 32% at the one dose, without a potency; inactive = the rest, 99 in 100 with inhibition below about 32%; also: strong numbers were not always called active
GPR35 arrestin U2OS: inhibition of zaprinast-stimulated GPR35 beta-arrestin translocation – imaging, U2OS, beta-arrestin-GFP, zaprinast agonist, primary screen (AID 2058); actives 0.052% (n = 290,000); inhibition, % at 10 µM; hits with a dose series show IC50 in µM; U2OS GPR35 beta-arrestin-GFP translocation imaging, zaprinast antagonism; higher % means a stronger effect;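 active = inhibition of at least 50% with at least 30 cells and total cytoplasm GFP at most 10,000,000; inconclusive = under 30 cells or total GFP of 10,000,000 plus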
LYP phosphatase: PTPN22 lymphoid phosphatase activity blockers – biochemical, fluorescence intensity, uHTS (AID 1779); recombinant LYP phosphatase, fluorescence intensity; higher % means a stronger effect; inhibition, % at 11.5 µM; hits with a dose series show IC50 in µM; actives 0.054% (n = 290,000); in the data active = inhibition above about 50%;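 also: plate controls were vehicle with enzyme for no effect and no enzyme for full effect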
West Nile virus CPE: West Nile virus antiviral activity, cell-based, CPE readout (AID 1621) | West Nile virus-infected cells, CPE inhibition; higher % means a stronger effect | actives 0.02% (n = 290,000) | CPE inhibition, % at 10 µM, or IC50 in µM where a hit was titrated; in the data active = a potency from the dose series; inconclusive = CPE inhibition mostly from about 3.7% at the one dose, without a potency; inactive = the rest, 99 in 100 with CPE inhibition below about 2.2%; also: strong numbers were not always called active
Starred values were filed as active, the others as inactive; ? = inconclusive; / = no result given.

SMILES	RSV antiviral HEp-2	ER stress rescue	Salmonella PhoP GFP	NS5 inhibitors	Rac1 GTP hydrolysis	SV40 large T antigen	GPR35 arrestin U2OS	LYP phosphatase	West Nile virus CPE
Cc1cc(C(=O)CSc2nnnn2C)c(C)n1CCc1ccc(Cl)cc1	1.7%	1.6%	8.8%	-3.7%	2.1%	8.7%	1.5%	3.0%	0.5%
O=C(c1nn2c(C(F)(F)F)cc(-c3cccs3)nc2c1Br)N1CCCc2ccccc21	?	-0.9%	-14.3%	-2.2%	-2.9%	2.2%	-4.9%	-2.0%	-0.9%
COc1cccc(C2/C(=C(\O)c3ccc4c(c3)OCCO4)C(=O)C(=O)N2CCN(C)C)c1 (stereo not drawn)	1.2%	-2.0%	-24.6%	-13.6%	6.5%	1.5%	2.4%	-0.8%	0.5%
N=c1sccn1CC(=O)Nc1cc(S(=O)(=O)N2CCCCC2)ccc1Cl	-0.9%	/	-10.3%	0.0%	14.5%	4.6%	2.7%	-4.0%	-0.9%
CCN1CCc2c(C#N)c(N3CCOCC3)nc(NCCO)c2C1	2.4%	-1.1%	0.3%	14.6%	6.3%	0.4%	7.8%	-7.0%	-0.4%
COc1ccc2[nH]cc(C(=O)CN3CCN(C4CCCCC4)CC3)c2c1	36.6µM*	3.5%	-9.7%	3.4%	8.9%	7.1%	13.3%	-10.5%	-0.3%
CCOC(=O)c1c(NC(=O)c2cccnc2)sc(C)c1C	-1.5%	-0.2%	3.9%	2.8%	-0.5%	-0.9%	7.3%	-4.0%	-0.9%
CC1(C)Cc2c(sc3nc(-c4cc5ccccc5o4)n(N)c(=O)c23)CO1	1.4%	-2.1%	-3.5%	4.1%	10.2%	5.8%	-1.7%	-2.3%	0.3%
Cc1nc2c(C(=O)NCCc3ccccc3)c[nH]n2c(=O)c1Cl	-1.4%	-0.1%	-3.7%	17.2%	10.5%	9.3%	-16.4%	-3.3%	-0.2%
CCSc1nnc(NC(=O)CSc2nnc(CNC(=O)c3cc(OC)c(OC)c(OC)c3)o2)s1	0.2%	-3.3%	3.9%	6.5%	-0.4%	8.1%	-19.6%	1.1%	-0.2%
COc1cc(/C=C(/C(=O)O)c2ccc(-c3ccccc3)cc2)cc(OC)c1OC	3.3%	/	0.1%	-2.4%	7.8%	11.4%	-2.4%	0.7%	-0.5%
CCC(C)c1ccccc1N1CC(C(=O)N(C)CC(=O)Nc2cccc(F)c2)CC1=O (stereo not drawn)	-0.3%	/	7.5%	0.0%	2.5%	7.9%	/	/	/
Clc1ccc(-c2nc(C3CCCCC3)no2)cc1	1.5%	/	-3.3%	0.7%	3.4%	7.6%	7.7%	-4.8%	0.6%
CC1Cc2ccccc2N1C(=O)Cn1c(=O)oc2cc(S(=O)(=O)N3CCCCC3)ccc21 (stereo not drawn)	3.7%	0.8%	-5.0%	-1.4%	0.7%	1.5%	33.7%	5.7%	-0.4%
Cc1onc(-c2ccccc2)c1CNC(=O)CN1C(=O)c2ccccc2C1=O	/	/	-4.4%	4.6%	12.9%	5.4%	15.5%	-10.1%	0.1%
CCNC(=S)NNC(=O)c1csc2c1CCCC2	25.9%	-2.9%	2.2%	-5.6%	6.2%	0.4%	13.1%	-10.7%	/
CCN(CC(=O)NCc1ccc(Cl)cc1)C(=O)C1CCN(S(=O)(=O)c2ccc(OC)c(OC)c2)CC1	0.0%	/	-4.4%	-2.2%	5.0%	-0.3%	/	/	/
C#CCOCCOCCOCCNc1nc(N2CCN(C(=O)[C@H](CCCCN)n3cc(C(N)CO)nn3)CC2)nc(N2CCN(C(=O)[C@H](CCCCN)n3cc(C(N)COC(=O)C(F)(F)F)nn3)CC2)n1 (stereo partly drawn)	3.3%	/	-3.7%	/	/	1.3%	/	/	0.4%
O=C(COc1ccc(Cl)cc1)NCCCn1ccnc1	0.3%	-0.8%	6.7%	2.7%	-0.3%	-0.8%	-8.1%	-4.1%	0.1%
O=C(COc1ccc(C(=O)c2ccccc2)cc1)NC1CCCCC1	0.8%	-1.0%	-0.6%	-5.1%	4.2%	10.2%	-7.2%	-3.9%	-2.2%
Cc1ccc(CNC(=O)c2ccccc2NC(=O)CN2CC(C)OC(C)C2)cc1 (stereo not drawn)	4.1%	/	0.9%	-1.6%	4.5%	2.5%	-7.1%	-9.9%	-0.4%
CCO[C@@H]1OC(C(=O)NCc2ccccc2)=C[C@H](c2csc3ccccc23)[C@H]1CCCO	1.5%	3.9%	-3.0%	-4.9%	-4.9%	8.2%	-7.6%	-1.1%	/
O=c1c2ccccc2nnn1CSc1nnc(Nc2ccccc2)s1	1.2%	-0.1%	4.3%	2.4%	10.8%	2.1%	-3.0%	-4.5%	0.0%
Cc1ccc(C2Nc3ccccc3NC3=C2C(=O)OC(C)C3)cc1 (stereo not drawn)	1.3%	-2.4%	-1.5%	-6.9%	3.6%	10.5%	7.4%	-8.0%	0.1%
O=C(O)CCC(=O)N1CCN(c2ncccn2)CC1	0.3%	/	-1.9%	3.8%	2.0%	0.5%	5.0%	-4.1%	0.2%
CCNC(=S)N/N=C(\C)c1ccc(Cl)s1	3.1%	16.7%	-1.7%	-5.1%	10.1%	21.7%	-6.8%	-3.4%	0.7%
O=C(CCN1C(=O)c2ccc([N+](=O)[O-])cc2C1=O)Nc1nccs1	0.7%	-0.3%	7.6%	-4.4%	5.0%	6.9%	2.9%	-0.8%	-0.1%
O=C(c1cccc(N2C(=O)C3C4C=CC(C4)C3C2=O)c1)N1CCN(c2ccc(F)cc2)CC1 (stereo not drawn)	1.8%	/	-3.6%	2.7%	8.8%	7.0%	-0.6%	-11.2%	-0.1%
Cc1ccsc1C(=O)Nc1ccc(C(=O)O)cc1	0.4%	-0.2%	-2.2%	1.1%	11.5%	0.0%	-9.5%	-9.4%	0.3%
COc1cccc(CN(C)CC(=O)NCc2ccc(C)cc2)c1	1.3%	/	3.0%	2.0%	?	22.5%	10.9%	-6.4%	-0.7%
Cn1c(SCC(=O)Nc2cccc(F)c2)nnc1-c1cc2ccccc2o1	1.8%	-0.8%	0.1%	-5.4%	7.9%	1.6%	-12.4%	-12.9%	0.5%
COc1ccc(C(=O)Nc2ccc(S(=O)(=O)NCc3ccco3)cc2)cc1OC	0.7%	-1.6%	6.5%	1.9%	6.5%	-0.2%	13.1%	-1.1%	-1.3%
Cc1ccc2cccc(NC(=S)NC(=O)c3c(Br)cnn3C)c2n1	17.6%	2.4%	1.1%	4.1%	6.7%	8.6%	8.1%	-1.5%	1.1%
COc1cc(C)ccc1OCCOCCOc1ccc([N+](=O)[O-])cc1	7.4%	-3.0%	-5.0%	0.0%	8.1%	1.2%	0.1%	0.9%	-0.2%
COc1ccccc1Nc1nc(NCCO)c2ccccc2n1	/	-2.8%	12.5%	/	/	2.5%	-0.6%	-2.5%	-0.5%
O=C(NC(=S)Nc1ccc(N2CCOCC2)c(Cl)c1)c1sc2ccccc2c1Cl	1.4%	-2.3%	-14.9%	-4.4%	-7.2%	22.0%	10.0%	2.7%	-0.2%
O=C(NC1CC1)C1CCN(c2ncnc3c2sc2cccc(F)c23)CC1	4.1%	0.7%	2.4%	0.0%	5.8%	-0.7%	8.8%	-6.2%	-0.3%
COc1ccc([N+](=O)[O-])cc1NCc1cccnc1	0.9%	-1.4%	-8.1%	/	3.1%	-1.1%	12.9%	-4.2%	-0.7%
Cc1ccc(CNC(=O)CN(c2ccc(C)cc2)S(=O)(=O)c2c(C)nn(C)c2C)cc1	-0.3%	/	-11.4%	5.3%	12.9%	30.0%	-2.6%	0.5%	-0.2%
c1ccc(SCc2nc3ccccc3[nH]2)nc1	1.7%	-2.8%	14.9%	-6.2%	-1.1%	16.6%	-9.4%	2.0%	-0.3%
COc1ccccc1NC(=O)Cc1csc(N)n1	2.2%	0.9%	1.4%	-4.2%	9.6%	4.2%	-9.4%	-2.2%	-0.4%
CSc1c[n+]2c(n1C)CCC2	1.1%	-1.4%	2.2%	2.8%	2.2%	12.6%	2.6%	-6.9%	0.3%
COc1ccc(CCNC(=O)CS(=O)(=O)c2cn(CC(=O)N3CCCC3)c3ccccc23)cc1OC	2.3%	-0.4%	3.2%	-2.3%	8.2%	10.0%	-10.6%	-8.1%	0.2%
Cc1cccn2c(=O)c3cc(C#N)c(=NC(=O)c4ccncc4)n(CCCOC(C)C)c3nc12	-2.0%	3.6%	13.2%	0.0%	3.7%	8.1%	-1.7%	10.3%	-0.8%
COc1ccc(C(=O)N(CC(=O)Nc2sc(C)c(C)c2C(N)=O)C2CCCC2)cc1	3.2%	/	-9.6%	-4.2%	4.8%	8.3%	-5.7%	-3.2%	-0.1%
c1ccc(Cc2nn3c(-c4ccncc4)nnc3s2)cc1	1.4%	/	-3.4%	3.4%	8.0%	13.4%	-3.4%	-3.4%	-0.9%
CCOC(=O)C1=C(C)N(C)C(=S)NC1c1ccccc1Cl (stereo not drawn)	2.9%	-0.8%	4.2%	1.2%	6.5%	6.6%	9.1%	-3.3%	-1.1%
c1ccc(CNc2nc(N3CCN(Cc4ccccc4)CC3)nc3ccccc23)cc1	-2.0%	/	38.8%	/	/	7.2%	-0.8%	-3.9%	-0.7%
CC(=O)N1CCCc2cc(S(=O)(=O)N3CCCC(C(=O)NCc4ccccc4Cl)C3)ccc21 (stereo not drawn)	6.4%	/	-2.9%	-9.7%	-2.5%	10.0%	0.3%	-4.8%	-0.2%
COC(=O)C1=C(C)N(CCc2cc(OC)c(OC)c(OC)c2)C(=O)N[C@H]1c1ccccc1	-0.1%	/	-5.8%	-6.4%	4.5%	5.0%	/	/	-0.1%
CCCNC(=O)c1ccc(N2CCC3(CC2)CC(c2cccc(Br)c2)=NO3)c(NC(=O)c2ccc(Br)cc2)c1	-1.5%	/	/	-16.8%	7.2%	9.0%	/	/	/

One compound at a time, as listed above:
Cc1ccsc1C(=O)Nc1ccc(C(=O)O)cc1 is listed with RSV antiviral HEp-2: 0.4%; ER stress rescue: -0.2%; Salmonella PhoP GFP: -2.2%; NS5 inhibitors: 1.1%; Rac1 GTP hydrolysis: 11.5%; SV40 large T antigen: 0.0%; GPR35 arrestin U2OS: -9.5%; LYP phosphatase: -9.4%; West Nile virus CPE: 0.3%
CCN1CCc2c(C#N)c(N3CCOCC3)nc(NCCO)c2C1 is listed with RSV antiviral HEp-2: 2.4%; ER stress rescue: -1.1%; Salmonella PhoP GFP: 0.3%; NS5 inhibitors: 14.6%; Rac1 GTP hydrolysis: 6.3%; SV40 large T antigen: 0.4%; GPR35 arrestin U2OS: 7.8%; LYP phosphatase: -7.0%; West Nile virus CPE: -0.4%

Screens (PubChem)
